Bioassay records: PubChem, National Center for Advancing Translational Sciences (NCATS)
Lamin A splicing = qHTS Assay for Modulators of Lamin A Splicing. HeLa LMNA splicing GFP/RFP minigene ratio, 48 h. Potency, µM (top dose mostly 46.1 µM), without a hit: at the highest dose ratio change, negative = inhibition, most hits filed as inhibitors. 0.01% of 200,000 active. AID 1487, 2009; active = well fitted inhibition curve with a large enough effect in the signal ratio, with a control signal flat, not every such curve was filed as active; inconclusive = small, poorly fitted or top-dose-only effect, or effect the other way, or a change in a side signal; the % refers to the signal ratio
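S3 HeLa cells stably expressing lamin A-EGFP splicing minigene plus DsRed2, 600 cells/well, 48 h compound exposure at 37C. Laser-scanning cytometry; analysed as GFP (500-530 nm)/RFP (575-640 nm) total intensity ratio; 0.5% DMSO vehicle.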
An asterisk follows results filed as active; ? = inconclusive; [ ] = remark or other dose. % is scaled to controls: 0 for no effect and ±100 for the full control effect; potency is read from the fitted curve at half-maximal effect.

The opening 4 compounds as a preview:
SMILES | Lamin A splicing
COc1cccc(C(=O)NC2CC(=O)N(c3ccc4c(c3)OCCO4)C2)c1OC (stereo unspecified) | 2%[46 µM]
COCCCNC(=O)CSC1=Nc2ccccc2C2=NC(CCC(=O)NCc3ccccc3OC)C(=O)N12 (stereo unspecified) | 13%[46 µM]
CNC(=O)c1c(NC(=O)/C=C/c2ccccc2Cl)sc2c1CCC2 | ?
Cc1cc(Cl)ccc1NC(=O)c1cc(S(=O)(=O)N2CCOCC2)cn1C | 8%[46 µM]

The whole of this part, previewed entries included:
SMILES | Lamin A splicing
COc1cccc(C(=O)NC2CC(=O)N(c3ccc4c(c3)OCCO4)C2)c1OC (stereo unspecified) | 2%[46 µM]
COCCCNC(=O)CSC1=Nc2ccccc2C2=NC(CCC(=O)NCc3ccccc3OC)C(=O)N12 (stereo unspecified) | 13%[46 µM]
CNC(=O)c1c(NC(=O)/C=C/c2ccccc2Cl)sc2c1CCC2 | ?
Cc1cc(Cl)ccc1NC(=O)c1cc(S(=O)(=O)N2CCOCC2)cn1C | 8%[46 µM]
COc1ccc(NC(=O)c2cc(CN3CCCC3)on2)cc1Cl | 2%[46 µM]
CCOc1ccc(NC(=O)C(NS(=O)(=O)c2cccc3nsnc23)c2ccccc2)cc1 (stereo unspecified) | -18%[46 µM]
Cc1ccc(CCNC(=O)c2cc(C)nc3c2c(C)nn3-c2ccc(C)cc2)cc1 | 7%[46 µM]
Clc1ccccc1OCCSc1nnc(-c2cccs2)o1 | -8%[46 µM]
CCOc1ccc(CNC(=O)c2cnc3sc(N4CCOCC4)nn3c2=O)cc1OC | 12%[46 µM]
CCOc1ccc(-c2nnc(SCC(=O)NCCc3ccc(OC)c(OC)c3)nc2-c2ccc(OCC)cc2)cc1 | 3%[46 µM]
CCc1cnc2c(c1SCc1c(F)cccc1Cl)c(=O)n(C)c(=O)n2C | ?
Cc1ccc(C(=O)COC(=O)C(Cc2c[nH]c3ccccc23)NC(=O)c2ccc(C(C)(C)C)cc2)cc1 (stereo unspecified) | -9%[46 µM]
Cc1cc(NC(=O)CSc2ncc(C(=O)Nc3ccc(F)cc3)c(=O)n2C)no1 | -1%[46 µM]
CC1=C(c2ccc(C)cc2)S(=O)(=O)N(Cc2ccc(C(=O)Nc3ccc(F)cc3C)cc2)C1=O | ?
CCN(CC)S(=O)(=O)c1ccc(C(=O)Nc2nc3ccc(Cl)cc3s2)cc1 | 20%[46 µM]
COc1cc(Cl)c(C)cc1NC(=O)c1cc2ccc3cccnc3c2[nH]1 | ?
COc1ccc(N2CC(NC(=O)COc3ccc4ccccc4c3)CC2=O)cc1 (stereo unspecified) | 14%[46 µM]
COc1ccc(NC(=O)Cn2cc(C(=O)c3ccncc3)c(=O)c3cc(C)ccc32)cc1Cl | ?
COCCCNc1ncnc2c1c(-c1ccccc1)cn2-c1ccc(C)c(Cl)c1 | ?
CCc1ccc(-n2c(SCC(=O)NC(C)CC)nc3n[nH]c(C)c3c2=N)cc1 (stereo unspecified) | ?
Cc1cccc(NC(=O)c2cc(S(=O)(=O)N3CCN(c4ccccc4F)CC3)ccc2F)c1C | -4%[46 µM]
CC(=O)c1ccc(NC(=O)CCn2nc(C)c(S(=O)(=O)N3CCC(C)CC3)c2C)cc1 | -1%[46 µM]
CCCn1ccc2c(OCC(=O)Nc3ccc(F)cc3F)cccc2c1=O | 9%[46 µM]
CCSc1ccc(C(=O)Nc2ccc(-c3nc4ccc(C)cc4s3)cc2)cc1 | ?
CN(Cc1ccc(F)cc1)S(=O)(=O)c1nnc(NC(=O)c2ccccc2Br)s1 | 1%[46 µM]

(listing goes on)
SMILES | Lamin A splicing
O=C(Nc1cccc(Cl)c1Cl)c1ccc2c(c1)N(Cc1cccc(Cl)c1)C(=O)c1ccccc1S2=O (stereo unspecified) | 5%[46 µM]
Cc1cc(C)cc(NC(=O)CCc2c(C)nn(-c3ccc(N4CCCC4)nn3)c2C)c1 | 12%[46 µM]
CCC1CCCCN1S(=O)(=O)c1ccc(C(=O)Nc2sc3c(c2C(N)=O)CCC3)cc1 (stereo unspecified) | 2%[46 µM]
COc1ccc2nc(N(Cc3cccnc3)C(=O)c3ccc4c(c3)OCCO4)sc2c1 | 14%[46 µM]
CCn1c(=N)n(CC(O)COc2ccccc2)c2ccccc21 (stereo unspecified) | ?
COCCNC(=O)c1cc2n(n1)CCCN(Cc1ccc(C)cc1)C2=O | 1%[46 µM]
O=C(COc1ccc(Cl)cc1)OCc1cc(=O)n2nc(C3CCCCC3)sc2n1 | 3%[46 µM]
Cn1ccc2cc(S(=O)(=O)N3CCN(C(=O)Nc4cccc(F)c4)CC3)ccc21 | -13%[46 µM]
CCOC(=O)c1ccc(NC(=O)COCc2cc(-c3ccc4c(c3)OCO4)on2)cc1 | 5%[46 µM]
O=C(NCC(c1ccc(Cl)cc1)N1CCCCC1)c1ccc(F)cc1 (stereo unspecified) | -4%[46 µM]
Cc1ccc(N2CC(NC(=O)CCc3ccccc3)CC2=O)cc1 (stereo unspecified) | 2%[46 µM]
CCOC(=O)C(C)Sc1nnc2cc(C)c3ccccc3n12 (stereo unspecified) | -1%[46 µM]
Cc1cc(=O)n(Cc2ccc(F)cc2Cl)c2c1c(C)nn2-c1ccccc1 | -7%[46 µM]
Cc1ccc(CNC(=O)Cn2ccn(-c3ccc(F)c(F)c3)c(=O)c2=O)cc1 | ?
CC(C)(C)OC(=O)N1CCC(c2c(C(=O)NCCN3CCc4ccccc4C3)cnn2-c2ccc(F)cc2F)CC1 | ?
CCOc1ccc(C2c3c(oc4ccc(C)cc4c3=O)C(=O)N2CCCN(C)C)cc1OC (stereo unspecified) | 3%[46 µM]
Cc1cccc(Cn2c(SCc3ccc(C(=O)NCc4ccccc4)cc3)nc3cccnc32)c1 | -23%[46 µM]
Cc1ccc(NC(=O)N2CCc3c(sc4c3CCCC4)C2c2ccccc2)cc1F (stereo unspecified) | -7%[46 µM]
COc1cccc(N2CCN(C(=O)c3cnn(-c4ccccc4Cl)c3C3CCN(C(=O)OC(C)(C)C)CC3)CC2)c1 | ?
COc1ccc(-c2cc(C(=O)Nc3cccc(O)c3)on2)cc1OC | -4%[46 µM]
CCc1ccccc1NC(=O)Cn1nnc(C(=O)Nc2ccc(OC)c(OC)c2)c1N | ?
CCOC(=O)c1ccc(NC(=O)c2cnn(-c3ccc(C)cc3C)c2C2CCN(C(=O)OC(C)(C)C)CC2)cc1 | -6%[46 µM]
Cc1ccc(-c2nc(Cn3c(=O)cc(-c4ccccc4)c4c(C)nn(C)c43)c(C)o2)cc1 | ?
COc1ccccc1CNC(=O)c1ccc(-c2nc(CN3CCc4ccccc43)c(C)o2)cc1 | -19%[46 µM]
CC(=O)N(Cc1cccnc1)c1nc2c(C)cccc2s1 | -2%[46 µM]

The list continues.
SMILES | Lamin A splicing
COc1cccc(C(=O)Nc2cccc(-c3cn4ccsc4n3)c2)c1OC | -21%[46 µM]
Cc1cccc2c(=O)cc(CSc3ccccc3NC(=O)c3cccc(Cl)c3)[nH]c12 | -7%[46 µM]
O=C(CSc1nc(Nc2ccccc2)c2ccccc2n1)c1ccc(Cl)cc1 | ?
COc1ccccc1-c1cc(NC(=O)COc2ccc(C)c(C)c2)n(-c2ccccc2)n1 | ?
COc1ccc(OC)c2sc(N3CCN(C(=O)C(C)(C)C)CC3)nc12 | ?
CCOC(=O)c1c(C)[nH]c(CCC(=O)Nc2ccc(OC)c(OC)c2)c1C | -10%[46 µM]
CCc1ccc(NC(=O)CSC2=Nc3ccccc3C3=NC(CCC(=O)NCc4ccco4)C(=O)N23)cc1 (stereo unspecified) | -1%[46 µM]
CCN1CCN(c2ncc3c(n2)CCN(Cc2cccc(F)c2F)C3)CC1 | -9%[46 µM]
Cc1cccc(N2CCN(C(=O)c3cnn(-c4ccc(F)cc4F)c3C3CCN(C(=O)OC(C)(C)C)CC3)CC2)c1C | -17%[46 µM]
CCc1ccccc1NC(=O)Cn1ccn(-c2cc(C)cc(C)c2)c(=O)c1=O | 1%[46 µM]
COc1ccc(NC(=O)C2CCCN(c3ncnc4c3nc3n4CCCCC3)C2)c(OC)c1 (stereo unspecified) | -3%[46 µM]
CCCCc1nn2c(=O)cc(COC(=O)c3cccc(Cl)c3)nc2s1 | 8%[46 µM]
COc1ccccc1C(=O)Nc1nc(-c2ccc(Br)cc2)ns1 | 15%[46 µM]
COc1ccc(-c2nc3scc(CCNC(=O)c4cccc(Br)c4)n3n2)cc1 | -23%[46 µM]
COc1ccc(C2C(=O)N(C3CCCCCC3)CC(=O)N2Cc2ccc(C)cc2)cc1OC (stereo unspecified) | -5%[46 µM]
O=C(Cn1c(=O)oc2cc(S(=O)(=O)N3CCCCCC3)ccc21)Nc1cccc(C(F)(F)F)c1 | 21%[46 µM]
Cc1cccc(C(=O)NC(=O)Nc2ccc(-c3cc(C(F)(F)F)nn3-c3ccccc3)cc2)c1 | 0%[46 µM]
COc1ccc(C)cc1NC(=O)CCc1c(C)nn(-c2ccc(N3CCCCC3)nn2)c1C | ?
O=C(/C=C\c1ccccc1)NC1CC(=O)N(c2ccccc2)C1 (stereo unspecified) | 6%[46 µM]
COc1ccc(S(=O)(=O)NCC(c2cccs2)S(=O)(=O)c2ccccc2)cc1OC (stereo unspecified) | -1%[46 µM]
Fc1ccc(-c2noc3ncnc(Nc4ccc(F)cc4F)c23)cc1 | ?
Cc1ccc(S(=O)(=O)CC(=O)Nc2nc3c(C)cccc3s2)cc1 | 0%[46 µM]
CC(C)OCCCNC(=O)c1ccc(-n2c(-c3ccccc3)cc3c2CCCC3)cc1 | ?
Cc1cccc(-c2nc3scc(CCNC(=O)c4ccccc4Cl)n3n2)c1 | ?
CC(C)(C)c1ccc(-c2nc(SCC(=O)Nc3ccc(Cl)cc3)[nH]c(=O)c2C#N)cc1 | 20%[46 µM]

Next section.
SMILES | Lamin A splicing
Cc1cccc(NC(=O)CN2C(=O)CCc3ccccc32)c1C | 9%[46 µM]
CCOC(=O)Cn1c(=O)n(C2CCCCC2)c2nc(-c3c(F)cccc3Cl)nc(C(N)=O)c21 | ?
Cc1ccc(C2=NN(CC(=O)NCCc3ccc(Cl)cc3)C(=O)CC2)cc1 | -3%[46 µM]
O=C(CSc1ccccc1)N1CCc2c([nH]c3ccccc23)C1c1ccc(Cl)cc1 (stereo unspecified) | -6%[46 µM]
CCOc1cccc(C2c3[nH]c4ccccc4c3CCN2C(=O)CCc2ccccc2)c1 (stereo unspecified) | ?
O=C(NCc1ccccc1Cl)C1CCN(S(=O)(=O)c2ccc3c(c2)CCCN3C(=O)C2CCC2)CC1 | 6%[46 µM]
COC(=O)c1ccc(-n2c(/C=C\c3cccc(Br)c3)nc3ccccc3c2=O)cc1 | -9%[46 µM]
Cc1c(-c2nnc(SCC(=O)Nc3ccc(Cl)cc3)o2)nnn1-c1ccc(F)cc1 | 9%[46 µM]
CCOc1ccc(NC(=O)CSc2nc3ccsc3c(=O)n2CC)cc1 | 9%[46 µM]
CCn1ccc2cc(S(=O)(=O)N3CCC(C(=O)NCCOC)CC3)ccc21 | 16%[46 µM]
CCOC(=O)c1c(S(=O)(=O)N2CCC(C(=O)N3CCN(c4cc(C)ccc4C)CC3)CC2)c(C)n(C)c1C | -18%[46 µM]
O=C(CSc1nccn1-c1ccc(Cl)cc1)Nc1ccc(Cl)c(Cl)c1 | -13%[46 µM]
Cc1ccc2c(c1)cc(C(=O)NCc1ccc(F)cc1)n2C | ?
CCCCc1nn2c(=O)cc(COC(=O)c3ccc(NC(=O)c4cccc(OC)c4)cc3)nc2s1 | 12%[46 µM]
Cc1ccc(Cl)cc1NC(=O)CN1C(=O)C(C)(C)c2cc(S(=O)(=O)N3CCCCC3)ccc21 | ?
COc1cc(OC)c(OC)cc1CNc1sc2c(c1C(=O)Nc1ccccc1OC)CCC2 | 8%[46 µM]
Cn1c(SCC(=O)N2CCOCC2)ncc(C(=O)Nc2ccc(F)cc2)c1=O | ?
Cc1ccc(-n2ncc3c(N(CCO)Cc4ccccc4)ncnc32)cc1 | ?
Cc1nn(CCC(=O)N2CCN(c3ccccc3)CC2)c(C)c1S(=O)(=O)N1CCCC1 | 11%[46 µM]
Cc1c(C(=O)Nc2cc(F)ccc2F)sc2nc(-c3ccc(F)cc3)cn12 | ?
Cc1ccc(C(=O)Nc2cc(-c3cn4cccnc4n3)ccc2C)cc1C | -13%[46 µM]
CCOCCc1nn2c(=O)cc(COC(=O)c3ccccc3NC(=O)c3ccccc3F)nc2s1 | -10%[46 µM]
Cc1ccccc1OCC(=O)Nc1ccccc1C(=O)OCc1cc(=O)n2c(C)csc2n1 | -2%[46 µM]
CN1CCN(C(CNC(=O)c2c(F)cccc2F)c2ccc3c(c2)OCO3)CC1 (stereo unspecified) | -4%[46 µM]
COc1ccccc1C(=O)Nc1ccccc1OCc1cc(=O)n2ccccc2n1 | ?

By substructure: the compounds so far with two or more sulfur atoms
SMILES | Lamin A splicing
CCOc1ccc(NC(=O)C(NS(=O)(=O)c2cccc3nsnc23)c2ccccc2)cc1 (stereo unspecified) | -18%[46 µM]
Clc1ccccc1OCCSc1nnc(-c2cccs2)o1 | -8%[46 µM]
CCN(CC)S(=O)(=O)c1ccc(C(=O)Nc2nc3ccc(Cl)cc3s2)cc1 | 20%[46 µM]
CCSc1ccc(C(=O)Nc2ccc(-c3nc4ccc(C)cc4s3)cc2)cc1 | ?
CN(Cc1ccc(F)cc1)S(=O)(=O)c1nnc(NC(=O)c2ccccc2Br)s1 | 1%[46 µM]
CCC1CCCCN1S(=O)(=O)c1ccc(C(=O)Nc2sc3c(c2C(N)=O)CCC3)cc1 (stereo unspecified) | 2%[46 µM]
COc1ccc(S(=O)(=O)NCC(c2cccs2)S(=O)(=O)c2ccccc2)cc1OC (stereo unspecified) | -1%[46 µM]
Cc1ccc(S(=O)(=O)CC(=O)Nc2nc3c(C)cccc3s2)cc1 | 0%[46 µM]
CCOc1ccc(NC(=O)CSc2nc3ccsc3c(=O)n2CC)cc1 | 9%[46 µM]

An excerpt (hit frequency here may not be typical).
